Screening data from PubChem.
Cav3 T inh: inhibitors of human Cav3.2 T-type calcium channel; 100,000 tested, 4% active; Cav3.2-expressing cells, Fluo-4 calcium fluorescence FDSS; stronger effect = lower value; O95180; B-score at 10 µM;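 active = single-dose well whose peak fluorescence ratio is a statistical outlier from its plate by either plate-standardised score or position-corrected B-score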
Target sequence (O95180 whole entry, looked up): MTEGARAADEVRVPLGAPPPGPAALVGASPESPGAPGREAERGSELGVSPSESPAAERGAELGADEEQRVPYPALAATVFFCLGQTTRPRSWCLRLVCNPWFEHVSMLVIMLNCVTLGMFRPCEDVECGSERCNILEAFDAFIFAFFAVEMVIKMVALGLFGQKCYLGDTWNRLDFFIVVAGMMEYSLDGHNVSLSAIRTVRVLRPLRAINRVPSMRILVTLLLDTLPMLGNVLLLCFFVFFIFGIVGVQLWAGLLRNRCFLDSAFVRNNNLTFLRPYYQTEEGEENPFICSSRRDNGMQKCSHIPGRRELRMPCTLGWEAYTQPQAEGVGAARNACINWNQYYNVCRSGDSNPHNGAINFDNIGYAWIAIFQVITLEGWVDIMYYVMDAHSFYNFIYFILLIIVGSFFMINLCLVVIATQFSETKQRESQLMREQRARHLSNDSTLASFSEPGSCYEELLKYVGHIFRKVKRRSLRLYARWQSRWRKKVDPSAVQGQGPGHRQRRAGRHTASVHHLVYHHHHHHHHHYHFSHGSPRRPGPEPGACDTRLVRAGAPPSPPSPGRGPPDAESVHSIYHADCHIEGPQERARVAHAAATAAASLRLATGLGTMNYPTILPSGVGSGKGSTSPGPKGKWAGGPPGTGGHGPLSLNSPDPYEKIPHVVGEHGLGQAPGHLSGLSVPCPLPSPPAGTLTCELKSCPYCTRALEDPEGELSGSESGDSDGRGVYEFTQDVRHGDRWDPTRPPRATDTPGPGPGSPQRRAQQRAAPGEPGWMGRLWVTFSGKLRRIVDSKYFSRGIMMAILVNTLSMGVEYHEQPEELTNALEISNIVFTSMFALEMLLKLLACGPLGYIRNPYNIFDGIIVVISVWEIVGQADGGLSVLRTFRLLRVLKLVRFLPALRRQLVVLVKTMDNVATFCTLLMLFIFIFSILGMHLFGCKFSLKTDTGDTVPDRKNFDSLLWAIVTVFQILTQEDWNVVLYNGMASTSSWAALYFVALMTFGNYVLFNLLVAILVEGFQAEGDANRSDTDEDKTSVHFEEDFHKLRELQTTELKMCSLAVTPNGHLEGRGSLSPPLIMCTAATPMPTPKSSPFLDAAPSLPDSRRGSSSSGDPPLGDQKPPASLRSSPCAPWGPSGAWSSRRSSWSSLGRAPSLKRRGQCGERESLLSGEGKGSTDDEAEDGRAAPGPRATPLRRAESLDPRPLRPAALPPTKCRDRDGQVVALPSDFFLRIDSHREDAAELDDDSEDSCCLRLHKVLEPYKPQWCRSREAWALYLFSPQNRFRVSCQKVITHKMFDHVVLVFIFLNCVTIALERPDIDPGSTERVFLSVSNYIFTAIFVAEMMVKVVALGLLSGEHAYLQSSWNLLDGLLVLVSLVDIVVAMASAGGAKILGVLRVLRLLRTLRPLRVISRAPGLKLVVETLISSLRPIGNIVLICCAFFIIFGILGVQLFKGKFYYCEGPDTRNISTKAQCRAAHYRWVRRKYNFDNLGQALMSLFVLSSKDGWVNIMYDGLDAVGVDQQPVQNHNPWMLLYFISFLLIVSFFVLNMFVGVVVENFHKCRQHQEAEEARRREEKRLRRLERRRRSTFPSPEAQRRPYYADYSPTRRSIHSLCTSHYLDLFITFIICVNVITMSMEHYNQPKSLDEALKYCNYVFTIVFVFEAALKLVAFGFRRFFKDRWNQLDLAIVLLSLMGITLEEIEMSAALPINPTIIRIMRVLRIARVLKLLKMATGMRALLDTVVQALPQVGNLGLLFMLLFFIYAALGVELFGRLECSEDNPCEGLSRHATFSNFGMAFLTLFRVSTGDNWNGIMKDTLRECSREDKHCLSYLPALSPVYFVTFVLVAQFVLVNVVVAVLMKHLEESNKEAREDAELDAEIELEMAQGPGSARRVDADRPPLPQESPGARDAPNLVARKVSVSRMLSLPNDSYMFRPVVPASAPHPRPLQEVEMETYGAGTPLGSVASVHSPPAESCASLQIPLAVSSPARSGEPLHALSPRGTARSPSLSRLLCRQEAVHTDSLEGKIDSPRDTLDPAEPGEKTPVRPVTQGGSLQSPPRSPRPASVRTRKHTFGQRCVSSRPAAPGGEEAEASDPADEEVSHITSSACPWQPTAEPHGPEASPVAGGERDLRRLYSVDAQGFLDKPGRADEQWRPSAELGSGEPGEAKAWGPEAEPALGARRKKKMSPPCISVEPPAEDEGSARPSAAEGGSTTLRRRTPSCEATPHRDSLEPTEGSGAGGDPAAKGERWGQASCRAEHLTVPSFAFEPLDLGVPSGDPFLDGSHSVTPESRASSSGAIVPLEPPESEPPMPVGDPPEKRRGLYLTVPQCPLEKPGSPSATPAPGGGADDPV
Numbers without * were called inactive.

Cav3 T inh	SMILES
0.1	COc1ccc(C2C(C(=O)N3CCOCC3)CCC(=O)N2c2cc(OC)c(OC)c(OC)c2)cc1 (stereo not given)
-4.9	O=C(Nc1ccccc1)c1ccccc1NC(=O)C(F)(F)F
0.18	COc1ccc(-c2ccc(SCC(=O)N3CCOCC3)nn2)cc1
-3.3	Cc1cc(C)n(-c2cc(N3CCN(C(=O)c4ccc(C(C)(C)C)cc4)CC3)ccc2[N+](=O)[O-])n1
0.52	COC(=O)c1cc(=O)nc2sc(-c3cccs3)nn12
0.41	CCn1nc(C(=O)OCc2c(C)noc2C)c2ccccc2c1=O
0.17	CCOC(=O)C1CCN(Cc2nc(-c3ccc(OC)c(OC)c3)no2)CC1
-0.03	O=C(c1cccs1)c1ccc(-c2cccs2)s1

Some values from the list.
Cc1cc(C)n(-c2cc(N3CCN(C(=O)c4ccc(C(C)(C)C)cc4)CC3)ccc2[N+](=O)[O-])n1 @ Cav3 T inh = -3.3
CCOC(=O)C1CCN(Cc2nc(-c3ccc(OC)c(OC)c3)no2)CC1 @ Cav3 T inh = 0.17

Next entries
Cav3 T inh	SMILES
-0.19	CCc1ccc2[nH]c(=O)c(CN(Cc3ccccc3OC)Cc3nnnn3Cc3ccco3)cc2c1
-1.6	CCCCCCn1c(SCC(C)C)nc2c1c(=O)[nH]c(=O)n2C
-0.5	Cc1cc(C)cc(NC(=O)CSc2nnc(Cn3c(=O)sc4ccccc43)n2C)c1
-3.9	COc1ccc(S(=O)(=O)N2CC3CCCN3c3cc(C(F)(F)F)ccc32)cc1 (stereo not given)
-0.74	CC(O)C(NS(=O)(=O)c1ccc(Cl)cc1)C(=O)OCc1nnc(-c2ccccc2)o1 (stereo not given)
0.19	CC(C)Cc1ccc(S(=O)(=O)N2CCCC2)cc1
-0.56	Cc1ccc(OCc2ccc(C(=O)Nc3nccs3)o2)cc1
-0.6	Cn1nnnc1SCC(=O)NC1CCCCC1

A draw from above in order of length of the SMILES, high to low:
Cav3 T inh	SMILES
-3.3	Cc1cc(C)n(-c2cc(N3CCN(C(=O)c4ccc(C(C)(C)C)cc4)CC3)ccc2[N+](=O)[O-])n1
0.1	COc1ccc(C2C(C(=O)N3CCOCC3)CCC(=O)N2c2cc(OC)c(OC)c(OC)c2)cc1 (stereo not given)
-0.19	CCc1ccc2[nH]c(=O)c(CN(Cc3ccccc3OC)Cc3nnnn3Cc3ccco3)cc2c1
-0.74	CC(O)C(NS(=O)(=O)c1ccc(Cl)cc1)C(=O)OCc1nnc(-c2ccccc2)o1 (stereo not given)
-3.9	COc1ccc(S(=O)(=O)N2CC3CCCN3c3cc(C(F)(F)F)ccc32)cc1 (stereo not given)
0.17	CCOC(=O)C1CCN(Cc2nc(-c3ccc(OC)c(OC)c3)no2)CC1
-1.6	CCCCCCn1c(SCC(C)C)nc2c1c(=O)[nH]c(=O)n2C
0.41	CCn1nc(C(=O)OCc2c(C)noc2C)c2ccccc2c1=O
-4.9	O=C(Nc1ccccc1)c1ccccc1NC(=O)C(F)(F)F
-0.56	Cc1ccc(OCc2ccc(C(=O)Nc3nccs3)o2)cc1
0.52	COC(=O)c1cc(=O)nc2sc(-c3cccs3)nn12
0.19	CC(C)Cc1ccc(S(=O)(=O)N2CCCC2)cc1
-0.03	O=C(c1cccs1)c1ccc(-c2cccs2)s1
-0.6	Cn1nnnc1SCC(=O)NC1CCCCC1

More results:
Cav3 T inh	SMILES
-0.77	CCOC(=O)c1ccc(NC(=O)CSc2nc3c(c(=O)n2-c2ccccc2OC)SCC3)cc1
1	COc1cccc(C2C(C(=O)Nc3ccc(C)cc3C)=C(C)Nc3ncnn32)c1OC (stereo not given)
-0.015	Cc1ccc(N2CC(C(=O)OCc3ccc([N+](=O)[O-])cc3)CC2=O)cc1 (stereo not given)
0.071	Cc1ccc2nc(NC(=O)c3cccc(-c4cc5ccccc5oc4=O)c3)sc2c1
0.39	CCCN1C(=O)C(NC(=O)c2ccncc2)(C(F)(F)F)C2=C1CC(C)(C)CC2=O (stereo not given)
0.42	C[C@@H]1NC(=O)c2cc([N+](=O)[O-])cc(I)c2OCC[C@@H](C(N)=O)NC(=O)[C@H](CCCCN)NC1=O
-3.9*	O=C(Nc1ccccc1-c1ccccc1)c1ccc(Br)o1
0.95	O=C(OCC(=O)N1CCN(C(=O)c2ccco2)CC1)c1ccccc1O
0.52	CSc1nncn1/N=C/c1ccccc1F
0.3	COC(=O)c1ccccc1NC(=O)c1ccc(Cn2cc(Cl)cn2)o1
-0.29	CCOC(=O)N1CCC2(CC1)CC(=O)c1cc(O)ccc1O2
0.93	Cn1cnc2c1c(=O)n(Cc1ccc(F)cc1Cl)c(=O)n2C
-1.2	NC(=O)[C@H]1CC2(CC(c3cccc(NC(=O)CC(c4ccccc4)c4ccccc4)c3)=NO2)CN1C(=O)CC(c1ccccc1)c1ccccc1 (stereo not given in full)
-0.92	CCSc1nnc(NC(=O)c2ccc3ccccc3n2)s1
0.16	COc1ccc(NC(=O)c2cc(-c3ccccc3OC)on2)cc1
-1	Cc1nn(C(C)(C)C)c(OC(=O)c2ccco2)c1Sc1ccccc1
0.85	COc1cc(NC(=O)c2cccs2)ccc1NC(=O)c1ccco1
0.77	CN(C)C(=O)NCc1ccc(S(N)(=O)=O)cc1
-3.5	O=C(Nc1cccc(-c2cnc3ccccc3n2)c1)c1cccc(NC(=O)c2ccco2)c1
1.6	CCS(=O)(=O)N1Cc2ccccc2CC1C(=O)Nc1ccc(NC(C)=O)cc1 (stereo not given)
-0.08	O=C(c1scc2c1CCCC2)N1CCCCC1
2	CCOC(=O)C1CCCN(CCC(=O)Nc2ccccc2)C1 (stereo not given)
0.68	COC(=O)CC1=C(C(=O)OC)C(c2ccc3c(c2Cl)OCO3)C(C#N)=C(N)O1 (stereo not given)
0.19	CSc1ccccc1NC(=O)c1ccncc1
0.8	O=C(O)CSc1nnc(CNc2ccccc2Cl)n1-c1ccccc1
1.4	CCOC(=O)Cn1cnc2c(nnn2-c2ccc(OC)cc2)c1=O
0.15	CCCCCn1nc(C)c2c(C)cc(=O)[nH]c21
-0.092	O=[N+]([O-])c1cccc(-c2nnn(C34CC5CC(CC(C5)C3)C4)n2)c1
-0.33	CN1CCc2c(sc(NC(=O)c3ccc(S(=O)(=O)N4CCOCC4)cc3)c2C(N)=O)C1
-1.1	CC(C)Cc1cc(C(=O)N2CCN(c3ccc(F)cc3)CC2)no1
0.12	O=C(COC(=O)c1cccnc1)Nc1ccccc1
2.7	Fc1ccc(-c2[nH]ncc2-c2nnnn2-c2ccccc2)c(F)c1
-0.9	COc1ccc(-c2nn(-c3ccccc3)cc2CO)cc1OC
-0.41	CC(C)(C)OC(=O)N1CCCC1C(=O)N1CCc2ccccc21 (stereo not given)
-1.8	O=C(Nc1nc(N2C(=O)c3ccccc3C2=O)n(-c2ccccc2)n1)c1ccc(Cl)cc1
0.43	O=C1[C@H]2[C@H](C=CC[C@H]2C(=O)N2CCOCC2)CCN1Cc1ccc(Cl)c(Cl)c1
-0.059	Cc1ccc(Nc2nc(N3CCOCC3)nc(N3CCOCC3)n2)cc1
0.88	O=C1OCCC1Sc1nc2ccccc2n1-c1ccccc1 (stereo not given)
0.026	Cc1nnsc1SCCNC(=O)c1c(F)cccc1F
-0.0036	O=C(CN1CCN(Cc2ccc3c(c2)OCO3)CC1)N1CCc2[nH]c3ccc(F)cc3c2C1
-0.49	Cc1cc(C)n(CC(=O)N/N=C/c2ccco2)n1
1.1	CCCn1c(=NC(=O)c2ccco2)c(C(=O)OCC)cc2c(=O)n3ccccc3nc21
-0.06	CCc1cc2c(=O)[nH]cnc2s1
0.36	CCCCNC(=O)C1C2C=CC3(CN(Cc4ccccc4Cl)C(=O)C13)O2 (stereo not given)
-5.1*	O=S(=O)(Cc1cc(Oc2ccccc2)nc(-c2ccccc2)n1)c1ccccc1
0.03	CC1(C)S[C@@H]2[C@H](NC(=O)Cc3ccccc3)C(=O)N2[C@H]1C(=O)O
1.8	O=c1cc(-c2ccccc2Cl)c2c([nH]1)CCC2
0.17	Cc1ccc(NC(=O)CCc2c(C)nc3ncnn3c2C)cc1
0.0061	Cc1ccc(NC(=S)NCCN2CCOCC2)cc1
-0.35	Cc1ccc2oc(=O)cc(CN3CCC(C)CC3)c2c1
0.016	COc1ccccc1-n1c(SCC(=O)N2CCCCC2)nc2cccnc21
0.014	COc1cccc(C2CC(C(F)(F)F)n3ncc(C(=O)NCC4CCCO4)c3N2)c1 (stereo not given)
-0.058	Cc1c(N=C2NC(=O)C(CC(=O)Nc3ccc(Cl)cc3)S2)c(=O)n(-c2ccccc2)n1C (stereo not given)
0.022	O=C(CC(Nc1ccccc1)C(=O)O)c1ccccc1 (stereo not given)
-0.73	Cn1c(N)c(C(=O)c2ccccc2)c(=O)n(C)c1=O
-0.44	COc1ccc(CNC(=O)C2C3C=CC4(CN(Cc5cccnc5)C(=O)C24)O3)cc1 (stereo not given)

Further compounds
Cav3 T inh	SMILES
1.1	Cc1c(N=Cc2nc3ccccc3n2C)c(=O)n(-c2ccccc2)n1C
-0.17	Cc1ccc(-c2nnc(SCC(=O)N3CCN(c4ccccc4)CC3)o2)cc1
0.1	CCOC(=O)CN1C(=O)C(=O)c2cccc(C)c21
-0.031	CC(C)Oc1ccc(-c2cc(C(=O)NCCN3CCOCC3)c3ccccc3n2)cc1
-5.7*	Cn1c(=O)c2c(nc(CN3CCN(c4ccccc4)CC3)n2CCc2ccccc2)n(C)c1=O
-0.024	Cn1cnnc1SC1CCCCC1NS(=O)(=O)c1ccccc1 (stereo not given)
-0.16	CN(Cc1ccco1)C(=O)C1CCC(=O)N1Cc1ccc(F)cc1 (stereo not given)
0.41	CS(=O)(=O)c1cnc2c(-c3ccc(F)cc3)cnn2c1N
-1.4	Clc1ccc(-c2cn3nc4c(nc3n2)CCCC4)cc1
-1.3	CCCCSc1nc(C)c(CC(=O)OC)c(=O)[nH]1
-2	COc1cc(C2=NOC(C(=O)N3CCN(c4ccc(F)cc4)CC3)C2)cc(OC)c1OC (stereo not given)
0.65	c1ccc(-c2noc(C3CCCCC3)n2)nc1
0.75	CN1CCN(c2nc3nonc3nc2N2CCN(C)CC2)CC1
-0.6	COc1cccc(C2CC(c3ccccc3Cl)n3ncnc3N2)c1 (stereo not given)
-4.2*	Cc1ccc(S(=O)(=O)C(C#N)c2nc3ccccc3nc2N2CC(C)OC(C)C2)cc1C (stereo not given)
1.7	CCOC(=O)N1CCN(C(=O)C2c3cc(OC)c(OC)cc3C(=O)N3CCc4ccccc4C23)CC1 (stereo not given)
-7.1*	CCc1cccc(NC(=O)CCc2nc(-c3cccs3)no2)c1
-0.18	Cc1cc(C)n(CCOc2ccc(Cl)cc2Cl)n1
-1.6	COc1cc(C)c(Cl)c(C)c1S(=O)(=O)NCc1ccc2c(c1)OCO2
0.36	CCOC(=O)/C=C1\NC(=O)C(C)S1 (stereo not given)
0.54	COc1ccc(OC)c(S(=O)(=O)N2C(C)CCCC2C)c1 (stereo not given)
0.34	COc1cccc(-c2noc(CCC(=O)Nc3cccnc3)n2)c1
-0.17	COC(=O)NC(=S)Nc1ccc(Oc2ccc(Cl)cc2)c(Cl)c1
-4.7	CCOc1ccc(S(=O)(=O)N2CCN(c3ccc(C)cc3C)CC2)cc1
-0.74	CC(C)=CCc1c(O)ccc(C(=O)Cc2ccccc2)c1O
0.4	CC1(C)OC(=O)C(=CNCC(=O)NCC(=O)O)C(=O)O1
0.78	CNCc1ccccc1OCC(=O)Nc1ccccc1
-0.13	COc1ccc(NC(=O)Cn2nnc(-c3ccccc3NC(=O)c3cccs3)n2)cc1
0.83	CCN(CC)C(=O)c1cnn(-c2ccccc2)c1NC(=O)c1ccccc1F
0.24	CCOC(=O)C(=O)/C(C#N)=C/Nc1ccc(Cl)cc1
-1.2	COC(=O)C1(Cc2ccccc2)NC(c2ccccc2C)C2C(=O)N(c3ccc4c(c3)OCO4)C(=O)C21 (stereo not given)
-0.1	CCCc1nnc(NC(=O)c2ccc(N3C(=O)C4C5C=CC(C5)C4C3=O)cc2)s1 (stereo not given)
1.3	Oc1ccccc1C1=Nc2ncnn2C(c2ccc(F)cc2)C1 (stereo not given)
0.75	O=C(OCCCN=C1NS(=O)(=O)c2ccccc21)c1ccccc1F
1.4	CC1SC(c2cccc(Cl)c2)NC1=O (stereo not given)
-0.63	CCP(=O)(c1ccccc1)C(C)(C)O (stereo not given)
-7.1*	CCOc1ccc(S(=O)(=O)N/N=C2/CC(c3ccccc3)Oc3ccccc32)cc1 (stereo not given)
1.3	COc1cc2[nH]c(-c3cccc(F)c3)cc(=O)c2cc1OC
1.4	CC(=O)N(C)C1=C(N2CCOCC2)C(=O)c2ccccc2C1=O
0.31	COc1ccc(OC)c(S(=O)(=O)N2CCC(C(=O)Nc3cccc(C)c3C)CC2)c1
0.99	O=C(CCc1ccc(S(=O)(=O)NCCc2ccccc2)cc1)Nc1ccc2c(c1)OCO2
-5.1*	Cc1csc(SCC(=O)Nc2ccc(Cl)cn2)n1
0.0089	CSc1nccn1CC(=O)Nc1ccc(F)cc1
1.2	COC(=O)C1=C(CSc2nccn2C)NC(=O)NC1c1cc(C)ccc1C (stereo not given)
1.6	CC(C)=CCc1c(-c2ccc(O)cc2O)oc2c3c(cc(O)c2c1=O)OC(C)(C)C=C3
-0.84	Cn1cccc1C1C=C(c2ccc(C(C)(C)C)cc2)Nc2ncnn21 (stereo not given)
-6.6*	CC(OC(=O)CN(C)S(=O)(=O)c1ccc(Cl)cc1)C(=O)Nc1cccc(Cl)c1 (stereo not given)
0.53	CCO[C@@H]1OC(C(=O)NC2CC2)=C[C@H](C2CCCCC2)[C@H]1CCCO
-6.9*	Cc1cc(C(=O)CSc2nnc(Nc3ccccc3F)s2)c(C)n1CC1CCCO1 (stereo not given)
-1.1	O=C(CCN1C(=O)c2cccc3cccc(c23)C1=O)N1CCN(Cc2ccc3c(c2)OCO3)CC1
0.61	O=C(CSc1nnc(-c2ccc(F)cc2)o1)N1CCN(C(=O)c2ccco2)CC1
0.25	CCc1c(C2(O)CCCCC2)[nH]c2ccc(C(=O)OC)cc12
-0.55	CCOC(=O)c1ccc(OCC(=O)c2ccc(O)cc2O)cc1
-0.042	Cn1cnnc1Sc1nc2ccccc2nc1NS(=O)(=O)c1ccccc1
-0.58	Cc1[nH]c2ccccc2c1C(=O)COC(=O)C1CCC(=O)N1 (stereo not given)

An excerpt, so the mix of outcomes need not match the whole.
